High-throughput results as filed in PubChem BioAssay.
SR-BI uptake up = enhances SR-BI lipid uptake from DiI-HDL. CHO ldlA[mSR-BI] cells, DiI-HDL uptake fluorescence, 3 h; 100 = double the neutral-control signal. activation, % at 12.5 µM. actives 0.096% (n = 320,000). AID 504775;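 active means mean replicate activation of at least 60% and every replicate at or above 60%; inconclusive means mean or all-replicate condition met, but not both; inactive means mean below 60% and not all replicates reaching 60%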;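 further: 0% = median plate neutral-control signal and 100% = twice that signal; values of inactives mirror those of a sister screen read the other way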
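System: CHO ldlA[mSR-BI] cells / Medium: HEPES-buffered (25 mM, pH 7.4) F12 plus 0.5% BSA / Probe or stimulus: labelled HDL, 10 µg/mL / Doses: single compound concentration, delivered by pin transfer / Schedule: 3 h, 37 °C / Measured by: DiI fluorescence, bottom read / Measure: cell-associated DiI fluorescence as measure of HDL uptake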
CAL PDZ FP-1 = CAL PDZ (human) peptide binding inhibition. inhibition, % at 24.9 µM. actives 0.92% (n = 300,000). Q9HD26. purified CAL PDZ, TMR-peptide fluorescence polarization, 1 h. AID 602252;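 active means mean inhibition of at least 30% with at least half of replicates also reaching 30%; inconclusive means no clear call, values can overlap the other calls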;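 further: 0% = DMSO neutral control and 100% = excess unlabeled competitor peptide PRC23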
MITF TRPM1 HTS = MITF TRPM1 promoter activation in melanoma cells; SK-MEL-5 TRPM1-promoter luciferase, 24 h; % of positive control, neutral wells = 0; activation, % at 12.5 µM; actives 0.75% (n = 300,000);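 active means mean activation of at least 80% with every replicate also reaching 80%; inconclusive means mean reaches 80% but some replicate falls short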;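 further: 0% = neutral control wells and 100% = parthenolide positive control wells; values of inactives mirror those of a sister screen read the other way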
Ecoli viability = counter-screen for AddAB inhibitors: E. coli growth inhibition. E. coli V3065 growth, OD600 absorbance, 18 h. inhibition, % at 11.9 µM. actives 0.27% (n = 330,000);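 active means inhibition above the campaign's mean inhibition across all tested compounds plus 3 SD, cut at about 9.9% in these data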;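 further: uninfected addAB+ strain grown without phage in ampicillin broth; 0% = DMSO wells and 100% = ciprofloxacin 0.95 µg/ml wells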
phage Ecoli inh = E. coli growth loss with phage present | inhibition, % at 11.9 µM | growth absorbance | actives 0.26% (n = 360,000); in the data active means inhibition above about 11%
Tat transport = blocks Tat-dependent protein export in E. coli; E. coli MC4100 TorA-mCherry Tat export, fluorescence; inhibition, % at 10 µM; actives 0.036% (n = 340,000);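 active means mean replicate inhibition at least 50% and at least half of replicates individually reaching 50%; inconclusive means only one of the two criteria met; inactive means neither criterion met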;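 further: exported cargo escapes ClpAP degradation while cytoplasmic cargo is degraded and loses fluorescence; 0% = median of neutral control wells and 100% = median of NaSCN control wells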
AddAB inh = less growth of phage-infected E. coli with AddAB; E. coli expressing H. pylori AddAB, absorbance growth; inhibition, % at 11.9 µM; actives 0.29% (n = 330,000); AID 435030; in the data active means inhibition above about 12%;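 further: 0% = vehicle wells of infected cells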
CAL PDZ FP-2 = blocks peptide binding to human CAL PDZ domain | Q9HD26 | purified CAL PDZ, TMR-peptide fluorescence polarization, 1 h | inhibition, % at 20 µM | actives 0.02% (n = 330,000) | AID 504414;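 active means highest replicate inhibition of at least 40%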;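 further: plate controls were DMSO neutral control wells for no effect and unlabeled competitor peptide control wells for full effect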
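Test system: purified CerCALP PDZ construct; Compound dosing: one concentration, 20 µM compound; Also added: TMR-labelled reporter peptide T*-PRC34 bound in PDZ groove; Read-out: inhibition from polarization loss; Controls: unlabelled peptide and DMSO controls; Signal: FP readout, S and P plane fluorescence; Incubation: 1 h at RT.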
SR-BI DiI inh = mouse SR-BI HDL lipid transfer inhibition | Q61009 | actives 0.96% (n = 320,000) | inhibition, % at 12.5 µM | ldlA[mSR-BI] CHO cells, DiI-HDL uptake fluorescence, 3 h;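 active means mean replicate inhibition of at least 70% and a set share of replicates each scoring 70 or more; inconclusive means meets just one of the two criteria; inactive means fails both criteria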;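 further: 0% = median of neutral control wells and 100% = median of positive control wells; values of inactives mirror those of a sister screen read the other way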
Target sequence (Q61009 whole entry, looked up): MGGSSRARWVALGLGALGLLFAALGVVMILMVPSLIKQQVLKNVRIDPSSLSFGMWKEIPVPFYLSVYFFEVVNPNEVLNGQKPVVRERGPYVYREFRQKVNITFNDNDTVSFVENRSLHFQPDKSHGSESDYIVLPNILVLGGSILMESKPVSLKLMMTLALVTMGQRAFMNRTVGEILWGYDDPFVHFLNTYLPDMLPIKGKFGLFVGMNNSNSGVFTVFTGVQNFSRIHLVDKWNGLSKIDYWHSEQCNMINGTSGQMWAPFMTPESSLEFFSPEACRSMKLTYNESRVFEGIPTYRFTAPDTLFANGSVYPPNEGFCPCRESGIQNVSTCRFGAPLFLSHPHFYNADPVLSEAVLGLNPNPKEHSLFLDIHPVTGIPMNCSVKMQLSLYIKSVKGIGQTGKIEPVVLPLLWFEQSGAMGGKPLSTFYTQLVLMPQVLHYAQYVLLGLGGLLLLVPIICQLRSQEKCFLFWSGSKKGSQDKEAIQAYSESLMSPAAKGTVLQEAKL
Wnt bcat act = Wnt/beta-catenin pathway activation; Wnt/beta-catenin reporter cell assay, activator, plate reader; activation, % at 9.35 µM; actives 1.2% (n = 300,000); in the data active means activation above about 30%, passing the limit was not always enough; inconclusive means no clear call, values can overlap the other calls;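 further: 0% = neutral control wells and 100% = positive control wells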
* marks the source's active call; other numbers are inactive results; ? = inconclusive; · = not tested or not shown.

SMILES | SR-BI uptake up | CAL PDZ FP-1 | MITF TRPM1 HTS | Ecoli viability | phage Ecoli inh | Tat transport | AddAB inh | CAL PDZ FP-2 | SR-BI DiI inh | Wnt bcat act
C[C@@H](C(=O)NCc1c(F)cccc1Cl)N1C(=O)N2CCc3c([nH]c4ccccc34)[C@@]2(C)C1=O | -49 | 2 | 4 | -2.2 | 0.8 | -1 | 8.1 | 0.8 | 49 | -1
COCC(=O)N(C)[C@H]1C[C@H]2c3cc(Oc4ccccc4C)ccc3CCN2C(=O)[C@H]1[C@H](C)O | -5 | -3 | 11 | · | 2.2 | 3 | · | -1.7 | 5 | 0
COC(=O)CCN(C(=O)c1ccc(OC(C)=O)cc1)c1ccccn1 | 1 | · | · | -0.6 | -0.9 | -16 | -0.9 | -0.9 | -1 | ·
O=C1[C@@H]2Cc3c([nH]c4ccccc34)C(c3ccccc3)N2C(=O)CN1C1CCN(Cc2ccccc2)CC1 (some centres undefined) | -10 | -3 | -4 | -2.1 | -1.2 | 20 | -0.7 | -0.8 | 10 | -2
COc1ccc(C(=O)NCCNC(=O)c2ccc(C)nc2)cc1 | 13 | -9 | -9 | -1.5 | 1.0 | 20 | 1.9 | -1.1 | -13 | 1
CC(=O)C[C@@H](O)CC(=O)[C@@H]1OC(=O)CCCCCCc2ccccc21 | -10 | -6 | -4 | 0.1 | 4.2 | 3 | 3.2 | -2.2 | 10 | -2
CN1CCC(N(C)C(=O)COc2ccccc2-c2ccccc2)CC1 | · | 0 | 1 | 0.5 | 3.3 | -2 | -0.7 | 0.0 | · | -6
COc1cc([N+](=O)[O-])ccc1NC(=O)N1CCCCCC1 | -9 | -1 | 9 | -0.1 | 2.8 | -6 | 2.0 | -2.9 | 9 | 1
CCc1ccc2[nH]c(C)c(CN3CCCCCC3)c(=O)c2c1 | -1 | -2 | 4 | 0.8 | 2.1 | 0 | 2.3 | -1.3 | 1 | -1
CCOc1ccc(NC(=O)CN(C)CC(=O)Nc2cccc(Cl)c2C)cc1OCC | -31 | -7 | 2 | 0.9 | 2.9 | -4 | -0.2 | · | 31 | -3
O=C(NC(=C(Cl)Cl)S(=O)(=O)c1ccc(Cl)cc1)c1ccccc1 | 27 | -3 | -36 | -0.9 | 0.4 | 1 | -1.2 | -1.2 | -27 | 7
O=C(CSc1nnnn1C1CCCC1)NCCc1ccccc1 | · | -1 | 12 | -2.2 | 0.5 | 3 | 2.5 | -2.2 | · | 8
N#CCCn1cc(/C=N/O)c(-c2ccccc2)n1 | 3 | 1 | -3 | 1.0 | 1.3 | -3 | 1.5 | 0.1 | -3 | 0
CCCCC(=O)N1C/C=C\C(c2ccc(OC)cc2)N(Cc2ccc(F)cc2)C(=O)C1 (centres undefined) | 3 | -1 | 7 | 2.5 | 2.0 | 13 | 0.9 | 0.8 | -3 | -1
COc1ccc2c(c1)[C@H]1[C@H](CO2)[C@H](c2ccccc2)[C@]2(C)C(=O)N(Cc3ccc(C)cc3)CC(=O)N12 | -11 | -2 | 16 | 1.9 | · | -2 | 2.4 | 0.1 | 11 | ·
Clc1ccccc1-c1ccc2ncnc(NCc3cccnc3)c2c1 | 21 | -8 | -1 | -0.8 | 1.4 | ? | -0.1 | -1.7 | -21 | 2
CCCCN(C(=O)C1=COCCO1)c1c(N)n(CCCC)c(=O)[nH]c1=O | 9 | 0 | -9 | 2.1 | 3.3 | 0 | 0.7 | -1.4 | -9 | -2
Cc1ccccc1C(=O)N1CCN(c2ccc(NC(=O)c3ccco3)cc2Cl)CC1 | -52 | -3 | -15 | 2.4 | 2.9 | 3 | -1.3 | -0.1 | 52 | ·
CC[C@]1(c2cccc(C)c2)C(=O)N(C(=O)OC)N1C(=O)OC | 4 | -2 | -35 | -0.1 | 2.1 | -8 | -0.3 | -0.2 | -4 | 1
O=C(CN1CCC(C(=O)c2cccc(F)c2)CC1)NCc1cccs1 | -13 | -3 | -8 | -0.3 | 1.7 | -1 | 3.3 | -3.3 | 13 | -7
CC[C@H](C)[C@H](NC(=O)OCc1ccccc1)C(=O)OCC(=O)Nc1ccc(N2CCOCC2)cc1 | -55 | · | -4 | 0.7 | 3.5 | 5 | 2.9 | -0.1 | 55 | -24
CCSC(=Nc1ccccc1)N1CCOCC1 | · | · | · | 0.5 | 2.5 | · | 5.7 | · | · | 1
CCC1CCC2(CC1)NC(=O)N(CC(=O)Nc1cc(C)on1)C2=O (centres undefined) | 34 | -3 | 8 | -3.2 | 3.1 | 0 | 1.3 | -1.5 | -34 | 2
CS(=O)(=O)N(CC(=O)Nc1ccc(F)cc1F)c1cccc([N+](=O)[O-])c1 | · | -1 | · | 2.8 | 4.8 | 5 | 3.0 | -2.8 | · | ·
CCOC(=O)CC(=O)Nc1ccsc1C(N)=O | 5 | 9 | -12 | 2.4 | 1.9 | 6 | 1.0 | -0.1 | -5 | 3
Cc1ccc(N2C(=O)c3ccccc3C2Nc2ccc(S(=O)(=O)N3CCOCC3)cc2)nc1 (centres undefined) | 26 | 1 | · | 1.9 | 2.9 | 3 | -0.5 | -0.3 | -26 | 14
CC(C)n1c(SCC(=O)Nc2nc3ccccc3s2)nc2c1c(=O)n(C)c(=O)n2C | 6 | -4 | 1 | -3.2 | -1.4 | 5 | 1.8 | -3.8 | -6 | ·
Cc1cc(=O)c(C(=O)O)nn1-c1cccc(C(F)(F)F)c1 | 15 | 73* | 4 | 0.1 | 2.0 | 0 | 0.6 | -0.4 | -15 | 0
CCc1ccc(NC(=O)CSc2nc(=O)n(CCN(C)C)c3c2CCCC3)cc1 | -1 | 5 | 9 | -1.1 | 2.2 | -8 | -1.9 | 0.0 | 1 | 1
CCn1c(SCC(=O)N2CCOCC2)nc2ccccc21 | 28 | -2 | 4 | -1.1 | 3.0 | 0 | 2.6 | -1.3 | -28 | 0
CCC1CN(C(=O)N2CCC(C(=O)NCc3cc(OC)c(OC)c(OC)c3)CC2)c2ccccc2O1 (centres undefined) | -58 | 2 | 2 | -1.9 | 0.6 | -6 | 1.5 | -0.9 | 58 | 0
O=C(CCC1CCN(C(=O)c2ccccc2Cl)CC1)NCc1ccc(F)cc1 | 9 | · | -3 | 1.5 | -0.9 | -3 | 1.2 | -0.2 | -9 | 1
CSc1nc2nc(-c3ccc(F)cc3)c(CCN3CCN(C)CC3)cn2n1 | 34 | -1 | -11 | 1.1 | -0.2 | 4 | 1.4 | 0.5 | -34 | -1
O=C(N/N=C/c1ccc(COc2ccc(Br)cc2)o1)c1ccc2c(c1)OCO2 | -10 | -1 | 14 | · | -0.1 | 13 | · | -1.4 | 10 | 3
C/C(=N/O)c1no[n+]([O-])c1/C(C)=N\O | 4 | · | · | -0.1 | 1.9 | 4 | 4.5 | -1.0 | -4 | 38*
CCC(=O)N1CCc2cc(S(=O)(=O)N(C)c3ccc(OC)cc3OC)ccc21 | 9 | 3 | 10 | 0.0 | 0.8 | -7 | -0.4 | 0.1 | -9 | 2
O=C(NCCN1CCOCC1)c1ccc2ccccc2c1 | 7 | -3 | 23 | 2.5 | -0.3 | -1 | 1.7 | -0.3 | -7 | ·
CN(C)c1cccc(C(=O)NNC(=O)NC2CCCCC2)c1 | 23 | -1 | -10 | -0.5 | 4.0 | -5 | -0.6 | -2.6 | -23 | ·
Cc1ccc(Nc2nnc(SCC(=O)NC(Cc3c[nH]c4ccccc34)C(=O)O)s2)cc1 (centres undefined) | 1 | · | -12 | -0.7 | 3.5 | -2 | 0.6 | -3.4 | -1 | ·
COc1cc(C(=O)N2CCC(C(=O)Nc3cccc(C(C)=O)c3)CC2)cc(OC)c1OC | -1 | -4 | 7 | 0.7 | 2.4 | 4 | -0.7 | 0.8 | 1 | ·
Cc1ccccc1NC(=O)CSc1n[nH]c(-c2ccco2)n1 | 34 | -1 | 4 | -2.3 | -0.2 | 1 | -0.5 | -0.8 | -34 | 1
O=C(NCCCn1ccnc1)NC(C(F)(F)F)C(F)(F)F | 20 | -6 | · | -0.9 | 1.7 | -7 | -0.2 | -1.4 | -20 | -1
Cn1c(SCC(=O)NC(C)(C)C)nnc1-c1cnccn1 | -10 | · | · | -1.3 | 0.3 | -4 | -2.4 | 0.8 | 10 | ·
Cc1cc(C)c(N(CC(=O)NCc2ccccc2)C(=O)c2csnn2)c(C)c1 | 2 | -8 | -4 | -0.3 | -0.9 | 19 | 1.6 | -4.0 | -2 | -4
O=C(CCC(=O)N1CCOc2ccccc21)N1CCCCC1 | 5 | -1 | · | 1.4 | 2.2 | -3 | -0.2 | 0.1 | -5 | 14
N#CCN(C(=O)COC(=O)C1CC2CCCC(C1)C2=O)c1ccccc1 (centres undefined) | 11 | 4 | 6 | -0.9 | 2.1 | 9 | 0.3 | -2.2 | -11 | 4
CC1(C)[N+]([O-])=C2C(=[N+]([O-])C1(C)C)c1ccccc1/C2=N\O | 17 | 0 | -7 | 3.4 | -1.7 | 5 | 1.1 | -0.8 | -17 | -2
CCOC(=O)C(NC(=O)CC)(Nc1sc2c(c1C(=O)OC)CCN(C)C2)C(F)(F)F (centres undefined) | -8 | -3 | · | -3.2 | 0.8 | -8 | 1.3 | 0.0 | 8 | -5
CN(c1ccc(OCC(=O)NCc2cccnc2)cc1)S(=O)(=O)c1ccc(Cl)cc1 | -22 | -2 | 3 | 1.2 | 1.3 | 3 | -0.7 | -3.0 | 22 | -1
Cc1ccc(N2CN(Cc3cccnc3)CNC2=S)cc1 | 15 | 2 | -5 | 0.2 | 3.8 | -1 | 3.8 | -2.5 | -15 | ·
O=C(NC1CC1)C1CCN(C2CCN(C(=O)/C=C/c3cccs3)CC2)CC1 | · | -1 | -1 | -1.3 | 0.9 | 3 | 2.9 | 11 | · | 2
COC(=O)c1c(NC(=O)c2ccco2)sc2c1CCN(C(C)=O)C2 | · | · | 15 | -2.8 | 0.6 | -2 | 2.6 | -4.0 | 44 | 0
CSc1ccccc1NC(=O)CN(C)CC(=O)NCc1ccccc1 | 10 | -6 | -2 | -0.8 | 2.3 | -4 | 0.7 | -3.2 | -10 | -2
COc1ccc(C2C3=C(CC(C)(C)CC3=O)Nc3c2c(=O)[nH]c(=O)n3Cc2ccccc2)cc1 (centres undefined) | 24 | -1 | 16 | 1.5 | 1.0 | -3 | 1.1 | -3.2 | -24 | -3
O=C(CSc1ccccc1)NN1C(=O)c2ccccc2C1=O | 40 | -5 | -9 | 0.0 | 2.1 | -10 | 1.9 | -1.5 | -40 | -1
